# High-throughput results: PubChem BioAssay, several laboratories
# HTRA1 inhibitor – inhibitors of human serine peptidase HTRA1. Q92743. recombinant HTRA1, FP-rhodamine activity-based probe, fluorescence polarization. AID 504803. hit rate 0.5% among 340,000. inhibition, % at 5.96 µM; in the data active = inhibition above about 36%;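 note: 0% = enzyme with DMSO and 100% = wells lacking enzyme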
# PRMT1 FP inh – blocks human protein arginine methyltransferase 1; recombinant PRMT1, activity-based probe fluorescence polarization; inhibition, % at 2.79 µM; hit rate 1.3% among 370,000;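 active = inhibition above about 21% made by adding two undisclosed values, limit read from the data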
# Target sequence (Q99873 whole entry, looked up): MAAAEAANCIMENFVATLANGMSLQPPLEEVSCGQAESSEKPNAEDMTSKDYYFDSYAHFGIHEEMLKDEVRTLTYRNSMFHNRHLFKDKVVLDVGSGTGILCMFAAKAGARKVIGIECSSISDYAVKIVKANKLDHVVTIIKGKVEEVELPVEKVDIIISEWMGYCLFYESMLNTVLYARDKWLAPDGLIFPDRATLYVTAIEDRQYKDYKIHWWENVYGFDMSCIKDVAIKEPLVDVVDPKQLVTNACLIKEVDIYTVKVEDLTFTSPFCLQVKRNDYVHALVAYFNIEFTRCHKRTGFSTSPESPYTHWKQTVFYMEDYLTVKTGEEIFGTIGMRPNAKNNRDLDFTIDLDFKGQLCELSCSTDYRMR
# PG9 Ab binder – small molecules binding HIV-1 gp120 antibody PG9. TR-FRET gp120-PG9 antibody binding. inhibition, % at 6.7 µM. hit rate 0.43% among 360,000; in the data active = inhibition above about 8.5%
# TDP2 inh – blocks human TDP2 phosphodiesterase activity | hit rate 0.34% among 370,000 | O95551 | inhibition, % at 12.8 µM | AID 720702 | recombinant TDP2, T5PNP hydrolysis, p-nitrophenol absorbance 415 nm;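 active = inhibition above the mean of all tested compounds plus 3 SD, set per campaign, cut at about 25% in these data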;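 note: 0% = DMSO with enzyme and 100% = buffer with substrate but no TDP2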
#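 test system = human TDP2 enzyme | input = TDP2 enzyme at 120 nM final | medium = 50 mM Tris-HCl pH 7.5 with Mg2+, KCl, DTT, BSA | also added = T5PNP substrate, 5 mM | times = 2 h at 37 °C | technique = epi absorbance | benchmarks = high control without enzyme, low control DMSO plus TDP2 | replication = each compound tested once, singlicate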
# mABHD4 FP – inhibits mouse alpha/beta hydrolase domain 4 | Q8VD66 | purified mABHD4, FP-Rh probe fluorescence polarization | inhibition, % at 8.92 µM | hit rate 0.54% among 370,000;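 active = inhibition exceeding the mean over every tested compound plus 3 SD, cut at about 30% in these data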;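 note: 0% = plate median of compound wells and 100% = S159A mutant with DMSO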
#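 Test system: mouse ABHD4 enzyme, wild type. Reagent: FP-Rh fluorescent activity-based probe, added after compound pre-incubation. Timing: pre-incubation 45 min, probe exposure 60 min, at 25 °C. Technique: FP readout, ex 525 nm / em 598 nm. Benchmarks: high control S159A mutant with DMSO, low control median of compound wells.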
# TCR-CD3 inh – inhibitors of human TCR-CD3 interaction; TAMRA-labeled TCR probe fluorescence, biochemical; inhibition, % at 9.4 µM; hit rate 0.37% among 360,000; AID 651800; in the data active = inhibition above about 19%;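 note: recombinant mutant TCR 2C K166C tagged with TAMRA read by polarization; 0% = receptor in buffer alone and 100% = receptor with positive control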
# rCAG RNA binder – binds r(CAG) RNA repeats; hit rate 1.3% among 370,000; AID 651821; inhibition, % at 3 µM; r(CAG) RNA repeat, TO-PRO-1 dye displacement fluorescence;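 active = inhibition above the plate cutoff, the mean of all test compounds on that plate plus 3 SD, cut at about 35% in these data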;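 note: 0% = DMSO alone and 100% = 100 µM mitoxantrone as full dye displacement; higher means more dye released from RNA so lower well fluorescence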
# LEDGF integ inh – blocks HIV-1 LEDGF/p75-dependent DNA integration; TR-FRET IN-LEDGF/p75 DNA integration, Eu/Cy5; inhibition, % at 3.7 µM; hit rate 0.64% among 370,000;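 active = inhibition above the screen-wide mean plus 3 SD, cut at about 13% in these data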;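 note: signal is the Cy5 over europium emission ratio at 671 and 618 nm; 0% = plate median of compound wells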
# SIAE primary – blocks human sialic acid acetylesterase | SIAE FP-Rh probe binding, fluorescence polarization | inhibition, % at 9.66 µM | hit rate 0.69% among 370,000;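 active = inhibition above a cutoff: mean of compounds within the control limits plus 3 SD of those, cut at about 17% in these data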;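 note: 0% = plate median of compound wells and 100% = probe without SIAE protein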
# NR1D1 modulator – modulators of human Rev-erb alpha DNA binding. P20393. Rev-erbα–FITC-DNA binding, fluorescence polarization, 90 min. activity, % at 10 µM. hit rate 0.79% among 370,000. AID 1259318;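 active = activity above about 14%, limit read from the data; passing the limit was not always enough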;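 note: 0% = DMSO wells with 35 nM protein and 100% = DMSO wells with 750 nM protein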
# Target sequence (P20393 whole entry, looked up): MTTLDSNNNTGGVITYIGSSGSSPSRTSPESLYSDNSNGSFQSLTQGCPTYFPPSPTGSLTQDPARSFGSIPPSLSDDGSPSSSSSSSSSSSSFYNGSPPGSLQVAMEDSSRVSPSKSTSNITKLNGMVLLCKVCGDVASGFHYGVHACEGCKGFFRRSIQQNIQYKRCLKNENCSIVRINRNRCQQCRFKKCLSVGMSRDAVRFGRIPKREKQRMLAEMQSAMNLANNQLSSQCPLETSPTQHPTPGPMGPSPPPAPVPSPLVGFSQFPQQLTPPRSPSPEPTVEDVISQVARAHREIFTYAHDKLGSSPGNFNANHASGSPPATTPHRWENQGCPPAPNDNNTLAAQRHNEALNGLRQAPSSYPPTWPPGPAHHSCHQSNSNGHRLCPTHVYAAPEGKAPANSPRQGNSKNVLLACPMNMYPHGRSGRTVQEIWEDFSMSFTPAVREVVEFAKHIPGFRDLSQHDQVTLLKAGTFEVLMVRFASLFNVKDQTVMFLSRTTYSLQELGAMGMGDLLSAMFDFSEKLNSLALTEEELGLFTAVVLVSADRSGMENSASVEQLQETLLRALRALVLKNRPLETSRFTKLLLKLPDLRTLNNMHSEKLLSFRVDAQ
# Numbers without * were called inactive; . = no result given. Only part of the results is shown (hit frequency here may not be typical).
SMILES,HTRA1 inhibitor,PRMT1 FP inh,PG9 Ab binder,TDP2 inh,mABHD4 FP,TCR-CD3 inh,rCAG RNA binder,LEDGF integ inh,SIAE primary,NR1D1 modulator
Cc1cccc(C)c1NC(=O)CN1C(=O)NC(C)(C2CC2)C1=O (stereo unspecified),9.2,3.7,1.9,-2.4,5.7,-3.3,-0.6,-8.5,-1.3,-9.2
CCNc1nc(Oc2c(Cl)cccc2Cl)cc(C(F)(F)F)n1,-7.3,3.0,0.4,1.7,3.8,8.0,-4.6,-3.0,-5.5,3.1
COc1ccc(CCN2C(=O)CSC2=S)cc1OC,-28.9,-0.5,-1.8,9.2,-84.7,-37.0,5.3,4.4,-21.7,5.4
CSc1nc(N(C)C)nc(N(C)C#N)n1,6.2,-5.5,-1.2,-9.2,1.9,1.4,2.2,4.0,4.8,-3.7
Cc1nnc(SCC2=C(C(=O)O)N3C(=O)C(NC(=O)Cn4nc(C(F)F)c(Cl)c4C)C3SC2)s1 (stereo unspecified),-11.4,27.9*,-0.6,5.2,6.3,3.1,20.8,2.5,1.9,-4.3
Cc1cc(SCC(=O)NN)c2cc(Br)ccc2n1,2.5,63.9*,-0.5,-10.9,15.4,1.7,9.3,-2.4,7.3,6.3
CC(C)(C)NC(=O)CN(C(=O)c1snc(C(=O)NC2CCCCC2)c1N)c1ccccc1F,-29.2,1.4,0.5,3.5,-13.2,-2.7,0.4,-0.1,-1.5,3.6
CN1CCN(S(=O)(=O)c2cccc(C(=O)NCCOc3ccccc3)c2)CC1,-0.8,-2.5,-2.6,-9.8,4.2,-8.0,-3.9,-1.8,-2.2,3.4
Cc1nn(CC(C)C)c(Cl)c1C(=O)N(C)CC(=O)Nc1c(Cl)cccc1Cl,5.2,-1.1,-0.5,-5.2,5.8,5.1,-4.2,0.1,-1.8,-3.5
C/C(=N\NC(=S)Nc1ccccc1)C1Cc2ccccc2C(=O)O1 (stereo unspecified),.,-0.2,-2.0,-3.0,3.0,-7.1,3.1,4.0,8.2,3.9
O=C1Nc2cc(C(=O)N3CCC(N4CCCCC4)CC3)ccc2S/C1=C\c1ccccc1,-3.3,2.4,-2.8,2.7,3.9,8.2,-0.9,-2.3,-5.0,3.0
c1ccc(Cn2ccnc2SCc2nnc(-c3ccccc3)o2)cc1,1.7,14.4,-2.7,-4.1,-4.3,7.1,-2.5,0.4,-0.9,-1.3
O=C(CCNC(=O)c1ccccc1)Oc1ccc([N+](=O)[O-])cc1,4.3,-2.4,-2.6,-8.2,8.6,1.0,0.2,-1.6,0.5,5.0
Brc1cccc(-c2n[nH]c(-c3ccccc3)n2)c1,-52.6,0.9,-0.6,9.9,-40.8,-10.0,8.3,-0.3,-9.7,-4.0
COc1cccc2c(SCC(=O)N/N=C/c3ccc(O)cc3O)cc(C)nc12,-3.0,46.4*,-1.6,-6.2,-2.8,10.3,23.2,-3.0,-2.5,-0.5
O=C(O)CCCC(=O)Nc1cccc(C(=O)Nc2ccccc2C(=O)O)c1,-2.9,1.4,-2.8,7.0,3.6,2.8,5.5,0.1,-2.8,0.7
CCCCCCn1c(=O)n2n(c1=O)[C@@H]1CN(S(=O)(=O)c3ccc(C)cc3)C[C@]1(O)[C@@H](OC(=O)NCc1ccco1)C2,-13.4,-0.8,0.2,9.1,-8.5,0.3,3.3,-3.7,-5.2,-0.6
NC(=O)Cn1c(=O)n(-c2ccccc2)c(=O)c2oc3ccccc3c21,9.9,-4.6,0.3,-6.2,5.6,0.2,0.5,7.4,12.2,6.1
CCOC(=O)[C@@H]1CCNC[C@@H]1c1ccccc1,-0.6,0.3,-1.2,13.2,2.0,2.4,2.7,-2.2,-2.6,2.8
CCc1ccc(NC(=O)Cn2c(=O)c3cccn3c3ccccc32)cc1,-7.3,-1.6,1.9,7.7,-17.8,3.2,13.0,-13.4,-8.2,7.3
CC#CCN1c2ccccc2[C@]23C[C@@H](C(=O)OC)N=C2NC(C(=O)OC)=C(C(=O)OC)[C@H]13,0.3,-0.2,-0.9,11.2,1.4,0.3,-3.9,-0.8,-0.3,2.7
COc1ccccc1C(=O)NC(CCSC)C(=O)OC(C)C(N)=O (stereo unspecified),1.1,2.2,-0.9,-10.5,-9.5,5.6,-1.2,-2.3,-6.4,-8.4
CCOC(=O)C1=C(N)n2c(s/c(=C\c3ccco3)c2=O)=C(C(=O)OC(C)C)C1c1ccco1 (stereo unspecified),7.0,42.9*,2.0,3.5,15.4,-11.3,40.4*,51.2*,-2.7,-11.8
Cc1ccc(-n2sc3ccccc3c2=O)cc1,3.7,75.7*,0.4,1.9,4.8,2.5,0.4,-0.8,9.7,4.3
C(=N\N(Cc1ccccc1)c1ccccc1)/c1cccnc1,-7.8,-5.5,-2.3,-4.8,-0.5,2.2,-1.2,3.1,3.6,2.9
Cc1noc(C)c1COc1ccc(C(=O)N2CCN(c3cccc(Cl)c3)CC2)cc1,-5.0,8.8,0.3,-21.1,-16.9,-5.1,-3.1,0.0,-2.7,-0.8
Cc1cc(C)cc(OCC(=O)OCC(=O)c2ccc3c(c2)NC(=O)CO3)c1,-2.1,1.4,0.5,8.6,-2.2,2.4,3.2,-1.0,1.8,-9.5
COc1ccc(CC(NC(C)=O)C(=O)NC2CCN(C(=O)C3CCCCC3)CC2)cc1OC (stereo unspecified),4.6,-1.8,0.5,0.4,-0.2,3.7,-0.1,0.4,2.4,5.4
CCc1ccc(C(CNC(=O)c2ccc3c(=O)n(-c4ccccc4F)c(=S)[nH]c3c2)N(C)C)cc1 (stereo unspecified),-26.7,2.3,0.1,-5.5,-2.4,0.1,-0.8,0.2,1.2,2.1
CCN(C(=O)COC(=O)c1ccccc1O)c1nc2ccccc2s1,0.4,-3.9,-0.5,8.0,7.7,5.0,4.6,2.8,4.3,2.6
O=C(NCN1C(=O)C2C3C=CC(C3)C2C1=O)Nc1cccnc1 (stereo unspecified),5.5,-0.6,0.9,15.0,-5.7,4.9,2.3,-1.5,-1.5,1.3
CC(C(N)=O)N1C(=O)NC2(CCCc3ccccc32)C1=O (stereo unspecified),2.8,0.7,-0.3,12.6,2.6,2.1,-0.3,-4.7,-5.1,-2.1
CCOc1ccc(-n2cnnn2)cc1S(=O)(=O)NC1CC1,-0.2,2.2,0.2,6.0,2.8,-1.5,-2.1,-2.2,-2.0,-2.7
Cc1cccc(NC(=O)c2cc(S(=O)(=O)N3CCCCC3)ccc2Cl)n1,0.1,1.6,-0.1,12.9,-2.8,6.4,-0.2,-0.1,-0.8,2.9
COc1ccc(CN2C3CCCC2CC(NC(=O)c2cccc(F)c2)C3)cc1 (stereo unspecified),2.8,-3.1,-0.3,-13.2,-1.2,1.5,2.9,0.3,4.2,-5.6
O=C(CCc1nnc2ccc(N3CCC4(CC3)OCCO4)nn12)N1CCCCC1,4.0,-1.8,-1.4,-8.1,-6.2,2.6,-4.9,-0.3,0.7,10.7
COc1ccccc1N1CCN(C(=O)Cn2nnc(-c3cccs3)n2)CC1,0.7,-1.8,0.1,6.5,8.1,-3.2,-2.7,1.8,4.4,-1.2
CCOc1cc(/C=N/N=C2/NC(=O)C(CC(=O)O)S2)ccc1OCc1ccc(Cl)cc1 (stereo unspecified),-3.7,-1.3,0.2,2.3,-6.9,5.5,59.7*,0.1,1.5,-3.9
Cc1cccc(CSc2nc3c(c(=O)[nH]2)CCCC3)c1,3.1,-1.2,1.2,12.8,-11.5,0.3,-1.2,-0.7,5.0,3.8
O=[N+]([O-])c1ccccc1S(=O)(=O)N(CC(O)CN1CCCCC1)c1ccccc1 (stereo unspecified),-15.2,3.8,1.0,-7.5,-10.8,-8.1,1.9,2.0,-4.8,-7.2
Cc1ccnc(NS(=O)(=O)c2ccc(NC(=O)CCOc3ccccc3)cc2)n1,4.0,-6.3,0.1,-3.7,0.2,4.5,4.0,2.3,-3.0,-3.2
COC(=O)c1ccc(CNC(=O)Cn2cnc(C(=O)Nc3ccc(C)c(C)c3)n2)cc1,0.1,-4.4,-0.3,-11.4,0.7,-7.6,2.2,1.4,4.3,2.1
CCOC(=O)C1=CCN(S(=O)(=O)c2ccccc2F)C1c1cccc(F)c1 (stereo unspecified),.,-1.3,-2.2,-5.4,-8.1,-0.2,-2.9,-1.8,4.2,6.0
Cc1ccc(C)n1-c1cccc(C(=O)Nc2ccccc2)c1,9.7,1.5,-0.5,7.8,3.4,-6.3,-0.8,-2.1,-1.4,7.7
CC(=O)Nc1ccc(S(=O)(=O)Nc2nc3ccccc3nc2N2CCc3ccccc3C2)cc1,1.2,-0.6,-0.1,5.6,-19.7,-7.5,49.5*,-1.6,-1.1,3.1
O=C(CC(=O)NN=Cc1ccc2c(c1)CCC2)NN=Cc1ccc2c(c1)CCC2,-8.7,1.8,0.4,3.5,6.0,1.0,0.9,-1.6,-1.2,-0.2
CN(Cc1ccc(C#CCCO)cc1)CC1CCCN(CCc2ccc(Cl)cc2)C1 (stereo unspecified),-0.5,3.0,0.1,-3.5,-3.2,-4.0,-11.3,-4.8,-9.7,-1.3
COc1cccc(C(=O)N/N=C(/c2ccccc2)c2ccccn2)c1,3.5,-1.2,-1.7,-1.9,-0.1,-7.8,1.4,0.3,-1.8,-3.1
CC(=O)c1cccc(NC(=O)Nc2ccc3c(c2)OCO3)c1,0.8,-2.7,-3.8,7.3,2.8,3.0,0.9,-1.9,13.6,-2.9
Brc1ccc2ncnc(Nc3cccc4ccccc34)c2c1,-34.6,0.9,-1.4,-5.5,-9.9,3.1,2.8,1.1,-4.7,-5.4
CN(C)S(=O)(=O)c1ccc(N2CCCC2)c(C(=O)NC2(C)CCS(=O)(=O)C2)c1 (stereo unspecified),2.8,0.8,-2.1,8.1,4.3,1.9,-2.6,-2.3,-3.5,-2.3
CCC(=O)N(Cc1cc2cc(OC)ccc2[nH]c1=O)c1ccc(C)cc1,1.5,-0.3,-0.5,1.5,-5.6,12.8,-7.8,1.4,-2.1,-3.0
Cc1ccc(S(=O)(=O)NCCN2CCOCC2)cc1C,1.7,-1.8,2.0,3.5,-1.9,-4.8,0.1,2.7,-0.2,-4.1
CCOC(=O)N1CCN(C(=O)CSc2ccc3nnc(-c4ccncc4)n3n2)CC1,7.1,8.1,-2.9,5.9,8.7,4.0,2.3,-1.3,11.4,-4.2
COCCSc1ccccc1C(=O)NCc1ccc2c(c1)OCO2,4.0,7.5,0.4,5.3,5.5,10.1,-2.8,-0.2,-5.2,0.9
CCN=C1NC(CCc2ccccc2)C(C(=O)OC)=C(C)N1Cc1ccccc1C(F)(F)F (stereo unspecified),.,-0.5,-0.6,-2.6,1.7,6.2,5.5,5.6,1.6,0.1

# Random excerpt: 2 compounds from above
SMILES,HTRA1 inhibitor,PRMT1 FP inh,PG9 Ab binder,TDP2 inh,mABHD4 FP,TCR-CD3 inh,rCAG RNA binder,LEDGF integ inh,SIAE primary,NR1D1 modulator
Cc1ccc(S(=O)(=O)NCCN2CCOCC2)cc1C,1.7,-1.8,2.0,3.5,-1.9,-4.8,0.1,2.7,-0.2,-4.1
CCOC(=O)N1CCN(C(=O)CSc2ccc3nnc(-c4ccncc4)n3n2)CC1,7.1,8.1,-2.9,5.9,8.7,4.0,2.3,-1.3,11.4,-4.2
